Assay outcomes (PubChem)
PHOSPHO1 block = PHOSPHO1 (human) inhibition | Q8TCT1 | recombinant PHOSPHO1, absorbance phosphatase assay | inhibition, % at 13.3 µM | actives 1.1% (n = 290,000) | AID 1565; in the data active = inhibition above about 60%
Target sequence (Q8TCT1 whole entry, looked up): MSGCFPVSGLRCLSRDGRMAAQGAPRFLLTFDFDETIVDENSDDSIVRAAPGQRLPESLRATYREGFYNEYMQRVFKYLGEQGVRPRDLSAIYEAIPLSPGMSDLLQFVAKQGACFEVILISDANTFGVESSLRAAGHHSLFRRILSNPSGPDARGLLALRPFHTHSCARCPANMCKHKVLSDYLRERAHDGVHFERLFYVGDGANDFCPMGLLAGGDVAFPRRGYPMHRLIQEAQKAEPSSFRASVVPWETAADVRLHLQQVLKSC
GPR7 antagonist = blocks human GPR7 receptor signaling; P48145; inhibition, % at 4.4 µM; actives 1.1% (n = 290,000); GPR7-expressing cells, fluorescence antagonist assay; AID 1861; in the data active = inhibition above about 16%, passing the limit was not always enough;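 also: cells stimulated with the agonist NPW; 0% = agonist with vehicle and 100% = vehicle without agonist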
Target sequence (P48145 whole entry, looked up): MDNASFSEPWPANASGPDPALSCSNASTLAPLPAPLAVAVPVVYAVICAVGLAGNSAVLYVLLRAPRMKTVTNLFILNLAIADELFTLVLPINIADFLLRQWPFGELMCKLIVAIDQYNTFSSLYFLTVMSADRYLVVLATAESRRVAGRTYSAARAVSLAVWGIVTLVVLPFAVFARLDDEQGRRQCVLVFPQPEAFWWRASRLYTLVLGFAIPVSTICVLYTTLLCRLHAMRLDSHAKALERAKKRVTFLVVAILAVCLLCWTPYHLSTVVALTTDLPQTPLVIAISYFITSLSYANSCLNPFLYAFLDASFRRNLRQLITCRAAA
NALP1 yeast inh = blocks the NALP1 inflammasome reconstituted in yeast | S. cerevisiae NALP1/ASC/caspase-1 growth, X-gal OD620, 72 h | inhibition, % at 10 µM | actives 0.61% (n = 280,000) | AID 2071; in the data active = inhibition mostly above about 24%, no sharp cut-off; inactive = mostly below about 32%; also: some compounds called inactive have numbers as strong as hits
DNA FID counter = fluorescent intercalator displacement, NS3 helicase counter-screen; DNA fluorescent intercalator displacement, fluorescence; inhibition, % at 7.9 µM; actives 0.17% (n = 290,000); AID 1845; in the data active = inhibition above about 37%;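 also: 0% = vehicle and 100% = reference compound; higher means more ethidium bromide displaced from hairpin DNA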
MEKK3 PB1 HTS = modulators (inhibitors or enhancers) of MEK5 binding to human MEKK3 PB1 domain | binding response (% of control), % at 10 µM | bead-based flow cytometry, Alexa488-MEK5 binding to MEKK3; actives lie on both sides; 0 = blocked by unlabeled MEK5, 100 = vehicle | Q99759 | actives 1.4% (n = 290,000) | AID 1529;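 active = binding response more than 3 SD above or below the average of its plate-row segment, actives on both sides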;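 also: Alexa488 bead fluorescence after subtracting the streptavidin-only scavenger bead signal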
OXTR ag = agonists of human oxytocin receptor | P30559 | CHO-OTR cells, Fluo-8 calcium fluorescence; normalized: DMSO 0%, oxytocin 100% | activation, % at 3 µM | actives 0.32% (n = 320,000) | AID 2435;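 active = activation above the mean of all tested compounds plus 3 SD, cutoff set per screening run, cut at about 20% in these data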;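 also: peak over basal fluorescence ratio from a 100 s FLIPR kinetic read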
Target sequence (P30559 whole entry, looked up): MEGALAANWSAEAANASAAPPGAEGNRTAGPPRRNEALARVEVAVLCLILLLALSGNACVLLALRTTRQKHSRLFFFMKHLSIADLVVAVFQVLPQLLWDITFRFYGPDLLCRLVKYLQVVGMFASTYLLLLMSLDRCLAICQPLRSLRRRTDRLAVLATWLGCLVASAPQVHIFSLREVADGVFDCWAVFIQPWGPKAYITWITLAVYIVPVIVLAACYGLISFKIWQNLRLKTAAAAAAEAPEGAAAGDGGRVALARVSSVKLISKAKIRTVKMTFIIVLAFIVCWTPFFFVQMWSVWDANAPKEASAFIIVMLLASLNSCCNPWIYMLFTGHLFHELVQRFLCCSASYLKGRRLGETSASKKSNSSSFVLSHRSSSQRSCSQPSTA
MEKK2 WT-MEK5 = raises or lowers MEK5 binding to wildtype human MEKK2 PB1 domain. bead flow cytometry, Alexa488-MEK5 binding to MEKK2 WT; actives lie on both sides. binding response (% of control), % at 10 µM. actives 1.1% (n = 290,000). AID 1531. Q9Y2U5; in the data active = binding response below about 67% or above about 130%
MEKK2 mut-MEK5 = signal of MEK5 binding to mutant human MEKK2 PB1 domain; bead flow cytometry, Alexa488-MEK5 binding to MEKK2 mutant; actives 0.35% (n = 290,000); AID 1530; percent response, % at 10 µM; in the data active = percent response above about 24%, passing the limit was not always enough; also: inactives centre near 1; some results filed as inactive read as strong as hits; reference of the scale not given here
PfM18AAP inh = PfM18AAP enzyme inhibition. inhibition, % at 7.35 µM. recombinant PfM18AAP, H-Glu-NHMec fluorogenic cleavage. actives 1.2% (n = 290,000);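 active = inhibition above the campaign mean inhibition over all tested compounds plus 3 SD, cut at about 28% in these data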;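 also: 0% = plate median of test compound wells and 100% = 2 mM ZnCl2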
Starred values were filed as active, the others as inactive; · = not tested or not shown; [ ] = another dose, or the depositor's remark.

SMILES	PHOSPHO1 block	GPR7 antagonist	NALP1 yeast inh	DNA FID counter	MEKK3 PB1 HTS	OXTR ag	MEKK2 WT-MEK5	MEKK2 mut-MEK5	PfM18AAP inh
C=CCn1c(SCCCCCC)nc(O)cc1=O	24	-12	1	-3	96	0.5	99	-1	0
Cc1ccc(C)c(NC(=O)c2cc(-c3cc(C)cc(C)c3O)n[nH]2)c1	42	-18	12	-24	105	1.2	99	-3	5
CCOc1ccc(NC(=O)c2ccc(C#CC(C)(C)O)cc2)cc1	-14	5	30	-7	78	0.6	81	-6	-1
COc1ccc(CC(=O)NCCc2ccc(OC)c(OC)c2)cc1	24	-4	6	-7	105	0.1	106	5	-9
CC(C)c1cc(C(=O)N2CCN(C(c3ccccc3)c3ccccc3)CC2)no1	0	-23	24	-38	104	-3.1	103	0	4
O=[N+]([O-])c1cccc(N/N=C/c2ccc(N3CCOCC3)cc2)c1	-70	-2	14	15	102	3.4	105	4	15
CCOc1ccc(N(CC(=O)Nc2ccc3c(c2)OCCO3)S(=O)(=O)c2c(C)noc2C)cc1	4	5	-25	-2	98	0.1	94	-1	-8
O=c1c(Cc2ccccc2)c(O)nc2n1CCCS2	10	-5	-8	-5	109	-1.4	108	7	-1
O=C(NN1CCN(Cc2ccccc2Cl)CC1)c1ccc(Br)cc1	24	-2	22	-1	100	-1.9	102	0	0
COc1cc(C(=O)O[C@H]2C/C(C)=C/CC[C@@]3(C)O[C@@H]3[C@H](O)[C@@H]2C(C)C)cc(OC)c1OC	·	1	16	-43	100	-1.1	100	-1	-1

Look-ups from the list:
MEKK2 mut-MEK5, `CCOc1ccc(NC(=O)c2ccc(C#CC(C)(C)O)cc2)cc1` = -6
OXTR ag, `COc1ccc(CC(=O)NCCc2ccc(OC)c(OC)c2)cc1` = 0.1

Later entries.
SMILES	PHOSPHO1 block	GPR7 antagonist	NALP1 yeast inh	DNA FID counter	MEKK3 PB1 HTS	OXTR ag	MEKK2 WT-MEK5	MEKK2 mut-MEK5	PfM18AAP inh
COc1ccc(OC)c(-c2nc(CN(C)C(C)c3ccncn3)c(C)o2)c1 (stereo not given)	10	-4	-11	-3	98	-0.6	98	-7	4
CCOC(=O)c1c(S(=O)(=O)N2CCCCCC2)c(C)n(C)c1C	4	15	12	-29	98	-1.7	96	-5	-5
CC(C)(C)C1CCc2[nH]nc(C(=O)O)c2C1 (stereo not given)	6	-12	2	-15	104	-0.7	104	10	3
Cc1cc(C)c2oc(C(=O)N(Cc3cccs3)C3CCS(=O)(=O)C3)cc(=O)c2c1 (stereo not given)	33	-11	-2	-32	109	2.0	106	4	0
CCc1nc2nc(C)c(NS(=O)(=O)c3ccc(C)c(C)c3)c(=O)n2[nH]1	12	2	13	-11	100	0.3	104	0	4
Cc1nc2sc3c(c2c(=O)[nH]1)CCC3	20	-4	18	0	97	-1.1	99	0	-21
COc1ccc(N2CCN(C(c3cc(OC)ccc3OC)c3nnnn3Cc3ccco3)CC2)cc1 (stereo not given)	17	5	-5	-24	106	-2.2	98	6	2
O=C(CSc1ccc2nnc(-c3ccc(F)cc3)n2n1)NCC1CCCO1 (stereo not given)	1	-14	21	2	111	-0.1	108	8	4
CC(C)(C)c1ccc(OCC(=O)N2CCN(c3ncccn3)CC2)cc1	41	-1	8	-45	105	-0.7	108	8	4
CCCCC(=O)Nc1ccc2c(c1)nc(CCN1CCN(C)CC1)n2C	36	-5	-21	2	99	0.7	100	-5	-4
COc1ccc(C(=O)CSc2nnc(CC(=O)Nc3ccccc3OC)n2C)cc1	9	1	-13	-24	103	-0.1	105	7	0
COc1ccc(C(=O)/C=C/Nc2ccc(S(=O)(=O)Nc3cc(OC)nc(OC)n3)cc2)c(OC)c1	2	-4	3	-38	98	0.2	103	0	9
COC(=O)c1ccc(OC(=O)C23CCC(C)(C(=O)O2)C3(C)C)cc1 (stereo not given)	18	-1	10	2	95	1.9	97	-6	-10
Cc1ccccc1C(=O)NNC(=O)C(=O)Nc1cccc(Cl)c1C	4	-2	10	-2	106	0.4	107	6	-5
CCn1c(SCC(=O)NC2=NCCS2)nnc1C(C)NC(=O)c1ccccc1Br (stereo not given)	40	-2	-7	-15	99	0.4	101	2	4
Cc1ccc(C(C(=O)NC2CCCCC2)N(Cc2ccco2)C(=O)C2COc3ccccc3O2)o1 (stereo not given)	16	6	26	-14	106	-1.7	106	5	1
O=C(CCNC(=O)c1ccccc1Cl)Nc1cc(S(=O)(=O)N2CCOCC2)ccc1N1CCOCC1	25	-4	·	-14	95	1.3	95	-2	0
O=C(NNC(=S)NC1CCCCC1)c1cccc(S(=O)(=O)Nc2ccccc2Cl)c1	30	-1	8	-23	105	-0.3	104	-1	6
Cc1c(CCO)c(=O)[nH]n1S(=O)(=O)c1ccccc1	5	-1	18	-5	104	0.3	99	-4	-6
Cc1ccc(CNC(=O)C2CC(=O)OC23CCCC3)c(C)c1 (stereo not given)	-6	-2	10	-2	102	3.2	99	-2	2

Arranged by the number under PHOSPHO1 block (high to low): five from the list above.
mol | PHOSPHO1 block
CCn1c(SCC(=O)NC2=NCCS2)nnc1C(C)NC(=O)c1ccccc1Br (stereo not given) | 40
O=C(NNC(=S)NC1CCCCC1)c1cccc(S(=O)(=O)Nc2ccccc2Cl)c1 | 30
COc1ccc(C(=O)CSc2nnc(CC(=O)Nc3ccccc3OC)n2C)cc1 | 9
Cc1ccccc1C(=O)NNC(=O)C(=O)Nc1cccc(Cl)c1C | 4
Cc1ccc(CNC(=O)C2CC(=O)OC23CCCC3)c(C)c1 (stereo not given) | -6

Following part:
SMILES	PHOSPHO1 block	GPR7 antagonist	NALP1 yeast inh	DNA FID counter	MEKK3 PB1 HTS	OXTR ag	MEKK2 WT-MEK5	MEKK2 mut-MEK5	PfM18AAP inh
O=C(O)c1nc(Cl)c(Cl)c(N/N=C/c2ccccc2C(F)(F)F)c1Cl	36	1	19	-18	98	-1.2	96	-5	3
COc1ccccc1OC1=NS(=O)(=O)c2ccccc21	10	6	13	13	105	0.8	98	-7	0
Cc1ccc(S(=O)(=O)Nc2ccc(-c3csc(-c4ccccc4)n3)cc2)cc1	1	-5	37	-3	129	-2.0	113	0	-3
COc1ccccc1C(=O)NNC1CC(=O)N(c2ccc3c(c2)OCCO3)C1=O (stereo not given)	-1	-8	19	-29	125	0.0	105	0	-5
COc1cccc(/C=C/C(=O)OCC(=O)Nc2ccc(S(=O)(=O)N3CCCC3)cc2)c1	5	-6	6	-18	99	-0.1	109	-1	-5
O=C(Oc1ccc2c3c(c(=O)oc2c1)CCCC3)c1cccs1	-19	-7	29	-2	109	-1.6	102	0	0
CCOC(=O)c1ccc(S(=O)(=O)NNC(=O)c2cccc(N(C)C)c2)cc1	4	-4	3	-18	3.0*[inhibitor]	4.5	3.0*[inhibitor]	4	24
Cc1cccc(C(=O)NNS(=O)(=O)c2ccc(F)cc2)c1O	4	-19	-7	-6	102	·	104	0	18
CC(C)N(C(=O)Nc1ccc2nsnc2c1)C(C)C	10	-18	15	-4	99	0.3	96	-4	16
CCC1ON(C(C)C)C2c3nc4ccccc4n3CC12 (stereo not given)	26	·	-26	·	90	-0.9	91	-13	·
COc1cc2c(C(=O)NCCCN3CC(C)CC(C)C3)cn(CC(C)C)c(=O)c2cc1OC (stereo not given)	-7	-10	9	19	108	-0.4	108	3	1
O=C1CCC(=O)N1c1ccc(NCCc2ccccc2F)c([N+](=O)[O-])c1	-7	-7	13	2	98	-0.6	95	0	-1
O=C(/C=C/c1ccc(Cl)cc1Cl)NC(=S)Nc1ccccn1	11	-7	2	0	104	-0.8	103	5	-2
COc1ccc(C(C(=O)NC2CCCCC2)N(C(=O)Cc2c[nH]c3ccccc23)c2ccccc2C)cc1OC (stereo not given)	-15	17	-24	-2	99	-0.1	97	-3	4
Cc1noc(C)c1COC(=O)c1ccc(-c2nc3ccccc3s2)s1	-27	-7	13	6	102	-0.8	101	0	-6
O=c1oc2cc(O)ccc2cc1-c1ccc(F)cc1	44	-9	·	5	99	2.3	101	1	2
O=C(CSc1nnnn1-c1ccccc1)N1CCc2ccccc2C1	19	-8	2	-18	99	-1.5	98	-2	5
COc1ccccc1-c1cn(S(=O)(=O)c2ccc(F)cc2)nc1N	-16	-3	6	-7	102	7.0	98	3	-12
Cc1ccc(/C(N)=N/OC(=O)Oc2ccccc2)cc1	3	0	-10	0	103	-0.3	102	3	-14
O=C(N/N=C/C=C/c1ccccc1)c1ccccc1Br	16	4	0	-11	107	0.2	105	1	5
C=CCn1c(CSc2nc3ccccc3s2)nnc1SCC(=O)NCCN1CCOCC1	49	-1	18	-3	103	-0.3	102	2	-3
CCOC(=O)C1=C(C)NC(=O)NC1c1ccc(OCC(N)=O)cc1 (stereo not given)	-6	-8	-4	-5	93	-0.5	95	3	-1
COc1ccc(-c2nnc(NC(=O)c3ccc(S(=O)(=O)N(C)CC4CCCO4)cc3)o2)c(OC)c1 (stereo not given)	37	-9	-6	-45	101	-0.2	100	-2	-14
Cc1cc(NC(=O)c2cc3n(n2)C(C(F)(F)F)CC(c2ccco2)N3)n(-c2ccccc2)n1 (stereo not given)	-15	12	36	-34	102	-1.5	101	-2	6
COC(=O)c1cn(-c2ccccc2)nc1-c1ccccc1	14	-6	0	-13	108	-2.2	106	7	-7
CC(C)(C)NC(=O)CCCSc1nc2ccccc2s1	20	-4	4	-23	92	1.6	79	-8	-13
O=C(O)CSc1nc(-c2ccccc2)nc2c1CCCC2	13	7	·	-8	102	0.0	103	2	4
COc1ccc(OC)c(S(=O)(=O)N2CCN3CCCC3C2)c1 (stereo not given)	44	-12	3	-2	105	-0.1	107	9	5
Cc1ccc(C(=O)NCC(=O)Nc2ccncc2)cc1	52	-14	8	-1	98	1.2	106	8	4
Cc1cccc(NC(=S)NNC(=O)COc2ccc(Cl)cc2Cl)c1	9	-1	-11	-25	99	0.9	91	-8	4
O=C(NCCCn1ccnc1)C(=O)NCC1OCCN1S(=O)(=O)c1ccccc1 (stereo not given)	3	6	7	8	95	0.3	81	-13	12
O=C(NCCc1c[nH]c2ccccc12)C(=O)NCC1OCCN1S(=O)(=O)c1ccc(F)cc1 (stereo not given)	-4	-12	29	-15	108	7.6	100	9	-2
CN1CCCC(OC(=O)c2cccc(Cl)c2)C1 (stereo not given)	16	-12	34	1	98	0.8	96	-1	-2
Cc1sc2nc(CN3CCCC3)nc(N3CCC(C(N)=O)CC3)c2c1C	-1	9	5	3	100	-0.9	100	-2	-3
Cc1cccc(S(=O)(=O)Nc2ccc(C)c3c2OC(C)(C)C3)c1	19	-8	42	-23	104	-2.8	104	7	6
CCC(=O)/C=C1\Sc2ccccc2N1CC	18	-10	36	-2	96	-3.3	92	-3	12
O=C(COc1ccc(Cl)cc1)Nc1ccc(N2CCN(C(=O)c3ccco3)CC2)cc1	33	1	4	-26	108	16	106	5	4
O=C(CN(Cc1cccs1)C(=O)CCC(=O)Nc1nccs1)NCc1ccccc1	15	-1	·	-14	103	0.7	105	4	-2
Cn1c(=O)c2c(SCC(=O)NCc3ccco3)nc(CC(C)(C)C)nc2n(C)c1=O	-11	-2	-15	-36	101	-1.8	107	2	2
Cc1ccc(NC(=O)CSc2nnc(CCC(=O)O)c(=O)[nH]2)cc1	15	-12	14	-2	87	0.0	94	-14	-9
O=C(CSc1nc2ccccc2s1)Nc1ccc(C(=O)O)cc1	6	-9	4	-10	100	1.8	100	-2	3
O=C(COc1ccccc1O)c1cccs1	-9	-2	16	2	99	1.9	105	1	-7
CC1=CC(=O)C=C(C)C1=NOS(=O)(=O)c1ccccc1	-6	40*	104*	1	95	·	96	-4	0
CCCCNc1oc(-c2cccs2)nc1S(=O)(=O)c1ccccc1	0	-8	5	-4	101	-1.8	93	-7	2
CCOC(=O)C1CCN(C(=O)c2ccccc2N(C)S(=O)(=O)c2ccccc2)CC1	-11	-6	29	-29	105	-1.8	106	0	-1
